MrgX1 allo act: positive allosteric modulators of MrgX1, primary screen, HEK293 cells, Fluo-4 calcium flux. FDSS; hits give high values. B-score at 10 µM. 310,000 compounds, 0.63% hits;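 active = plate-corrected calcium response at least 3 library SD above typical, normal starting fluorescence, not activating the receptor alone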;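 note: compound read alongside a low EC10 to EC30 dose of BAM8-22 agonist; peak minus trough fluorescence over baseline measured at the second addition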
RGS4 block: RGS4 inhibitors, primary screen, cell-based, HEK293 M3R inducible RGS4, calcium flux. B-score at 10 µM. AID 463165, 2010. Regulator of G-protein signaling 4 (Homo sapiens), P49798. Fluo-4 calcium flux; hits give high values; triggered by carbachol at its EC20. 310,000 compounds, 0.45% hits;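 active = B-score, a plate-corrected calcium signal, over three deviations above library mean, with baseline fluorescence within five deviations of library mean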;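 note: RGS4 expression induced by doxycycline in cells with stable M3 receptor; B-score is computed from the integrated fluorescence ratio over baseline after carbachol; higher B-score means a larger calcium signal and so more RGS4 inhibition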
RGS4 act: RGS4 potentiators or activators, primary screen, cell-based, HEK293 M3R inducible RGS4, calcium flux. B-score at 10 µM. 310,000 compounds, 0.92% hits. carbachol calcium flux Fluo4; hits give low values;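 active = B-score of the integrated calcium signal more than 4 SD below the library mean, with starting fluorescence not abnormally high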;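 note: negative B-score means reduced calcium response which marks RGS4 activation or potentiation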
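Test system: HEK293 cells with stable M3R and inducible RGS4; also added: carbachol at ECmax as muscarinic agonist stimulus; schedule: dye loading 30 min 37 °C, buffer rest 30 min RT; technique: kinetic calcium fluorescence imaging with Fluo4-AM dye, 2 µM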
SKKanGAS inh: S. pyogenes SKKanGAS growth inhibitors in kanamycin, primary screen, streptokinase expression inhibitor project, SKKanGAS strain, BacTiter-Glo luminescence | 6 h | inhibition, % at 7.5 µM | 300,000 compounds, 1.3% hits;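 active = mean replicate score, as percent of positive control median, at least 50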;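 note: strain carries kanamycin resistance gene driven by streptokinase promoter and grows in 40 µg/ml kanamycin; loss of luminescence reflects streptokinase promoter inhibition or plain growth inhibition; 0% = median of DMSO wells and 100% = positive control at its reference dose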
HIF activator: HIF pathway transcriptional activators, primary screen, cell-based, U2OS HRE-luciferase, luminescence; U2OS HRE-luciferase reporter; normalized: DMSO 0%, desferrioxamine 100%; activation, % at 7.5 µM (by protocol); 300,000 compounds, 0.32% hits;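 active = mean activation of at least 10% of the iron chelator positive control signal, with at least half of replicates also reaching 10%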
TRPC6 inh: mouse TRPC6 channel inhibitors, primary screen, cell-based, HEK293, membrane potential dye; B-score at 10 µM; Short transient receptor potential channel 6 (Mus musculus), Q61143; 310,000 compounds, 1.1% hits; ACh-evoked depolarization; hits give low values; AID 2553, 2010;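 active = B-score under library mean minus 3 SD, initial fluorescence not abnormally high, positive integrated signal ratio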;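 note: B-score derived from integrated fluorescence ratio over the kinetic read; more negative B-score means stronger inhibition of depolarization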
Target sequence (Q61143 whole entry, looked up): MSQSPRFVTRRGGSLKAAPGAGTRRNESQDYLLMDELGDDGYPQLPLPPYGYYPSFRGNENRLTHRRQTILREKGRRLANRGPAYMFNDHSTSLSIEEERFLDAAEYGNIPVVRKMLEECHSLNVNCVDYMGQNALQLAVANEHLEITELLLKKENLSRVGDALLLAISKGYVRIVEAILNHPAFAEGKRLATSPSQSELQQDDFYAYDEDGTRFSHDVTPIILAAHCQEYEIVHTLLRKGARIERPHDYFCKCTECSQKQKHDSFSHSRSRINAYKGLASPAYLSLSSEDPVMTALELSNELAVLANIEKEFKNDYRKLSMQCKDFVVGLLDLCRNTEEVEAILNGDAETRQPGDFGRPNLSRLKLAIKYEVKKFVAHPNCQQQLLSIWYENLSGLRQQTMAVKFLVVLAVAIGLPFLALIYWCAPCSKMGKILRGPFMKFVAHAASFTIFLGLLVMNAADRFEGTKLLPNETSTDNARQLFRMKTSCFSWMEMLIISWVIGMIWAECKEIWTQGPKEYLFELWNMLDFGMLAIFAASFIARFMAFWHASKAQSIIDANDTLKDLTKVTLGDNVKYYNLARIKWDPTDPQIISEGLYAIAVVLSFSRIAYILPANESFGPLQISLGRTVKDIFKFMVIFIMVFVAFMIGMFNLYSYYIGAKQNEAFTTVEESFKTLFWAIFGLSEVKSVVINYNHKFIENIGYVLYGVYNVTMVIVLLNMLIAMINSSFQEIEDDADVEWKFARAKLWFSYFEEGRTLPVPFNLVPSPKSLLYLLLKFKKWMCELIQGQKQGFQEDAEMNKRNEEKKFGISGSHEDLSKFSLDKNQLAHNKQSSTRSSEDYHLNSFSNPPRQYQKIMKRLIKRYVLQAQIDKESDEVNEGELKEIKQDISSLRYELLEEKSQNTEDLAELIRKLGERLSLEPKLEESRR
Platelet DG rel: inhibitors of platelet dense granule secretion, primary screen, cell-based, MLPCN, human platelets | human platelet-rich plasma, SFLLRN dense granule ATP release, luminescence | inhibition, %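 (compounds screened at 7.5 µM in platelet-rich plasma)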 | 300,000 compounds, 0.22% hits | AID 1663, 2009;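 active = mean replicate score, as percent of positive control, at or above 50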
MrgX1 agonist: agonists of human MrgX1 receptor, primary screen, HEK293 cells, Fluo-4 calcium flux. Fluo-4 calcium fluorescence, agonist mode; hits give high values. B-score at 10 µM. 310,000 compounds, 0.44% hits. AID 588627, 2011;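 active = calcium response B-score plate-corrected fluorescence ratio at least 3 library SD, with starting fluorescence B-score inside 5 SD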
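Material: MrgX1-expressing HEK293 cells; input: 15,000 cells per well; doses: test compound given as first of three sequential additions; schedule: overnight plating before 1 h dye loading; technique: Fluo-4 NW calcium-flux fluorescence, kinetic read; evaluation: baseline-normalised fluorescence change ratio, B-scored; control set: plate-wise positive and negative controls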
TRPC6 act: mouse TRPC6 channel activators, primary screen, cell-based, HEK293, membrane potential dye; AID 2550, 2010; B-score at 10 µM; HEK293-TRPC6 membrane potential dye fluorescence; hits give high values; 310,000 compounds, 0.13% hits; Short transient receptor potential channel 6 (Mus musculus), Q61143;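 active = B-score of the integrated fluorescence ratio above library mean plus 3 SD, and starting fluorescence ratio within library mean plus 5 SD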;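 note: higher score means more depolarization so channel activation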
MrgX1 antagonist: antagonists of human MrgX1 receptor, primary screen, HEK293 cells, Fluo-4 calcium flux; Mas-related G-protein coupled receptor member X1 (Homo sapiens), Q96LB2; BAM8-22 antagonism; hits give low values; 310,000 compounds, 1.3% hits; B-score at 10 µM;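 active = calcium-response B-score plate-corrected more than 3 library SD below zero, starting fluorescence within 5 deviations, no agonist response on first addition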;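 note: peak minus trough fluorescence over baseline after final BAM8-22 challenge near maximal dose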
TRPC4 block: inhibitors of mouse TRPC4 channel, primary screen, Fluo4 calcium, HEK293 TRPC4beta/mu-opioid cells. B-score at 10 µM. DAMGO-evoked Fluo4 calcium flux; hits give low values. 300,000 compounds, 0.39% hits. Short transient receptor potential channel 4 (Mus musculus), Q9QUQ5;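 active = B-score over 3 SD under the library average, no early fluorescence shift, positive overall ratio signal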
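Assay system: HEK293 cells with stable TRPC4beta plus mu-opioid receptor expression; Probe or stimulus: DAMGO in two steps, submaximal then maximal; Dosing: single-point compound dosing; Measured by: Fluo4 calcium-dye fluorescence, kinetic read; Read-out basis: B score from integrated Fluo4 fluorescence ratio.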
Active calls of the source: *; i = inactive; . = not tested or not shown.

SMILES	MrgX1 allo act	RGS4 block	RGS4 act	SKKanGAS inh	HIF activator	TRPC6 inh	Platelet DG rel	MrgX1 agonist	TRPC6 act	MrgX1 antagonist	TRPC4 block
Cc1cccc(N(C2C=CS(=O)(=O)C2)S(=O)(=O)c2ccccc2)c1 (centres undefined)	i	i	i	-11.2	0.0	i	18.2	i	i	i	i
O=C(Nc1cc(C(F)(F)F)ccc1N1CCCCC1)c1ccco1	i	i	i	7.3	-0.1	i	4.6	i	i	i	i
CO/N=C/c1ccc(OC)c(Oc2nc(OC)cc(OC)n2)c1	i	i	i	-1.0	1.5	i	-0.8	i	i	i	i
COc1cc2c(=O)n(CC3CCCO3)c(=O)n(CC(=O)Nc3ccccc3)c2cc1OC (centres undefined)	i	i	i	-4.6	0.0	i	11.9	i	i	i	i
FC(F)c1nnc2c(Cl)cc(C(F)(F)F)cn12	i	i	i	7.0	0.0	i	-1.9	i	i	i	i
COc1ccc(Cc2nnc(NS(=O)(=O)c3ccccc3)s2)cc1	i	i	i	4.2	0.4	i	2.5	i	i	i	i
CC(C)CNC(=S)Nc1ccccc1F	i	i	i	-0.4	0.2	i	0.2	i	i	i	i
Cc1ccc(S(=O)(=O)c2c(N)n(Cc3ccco3)c3nc4ccccc4nc23)cc1C	i	i	i	32.6	0.0	i	14.3	i	i	-4.77*	i
CN(C1CCCCC1)S(=O)(=O)c1ccc(NC(=O)C2CCCCC2)cc1	i	i	i	1.2	-0.6	i	3.0	i	i	i	i
CC(C)(CO)CNC(=O)CC1C(=O)NCCN1CC(c1ccccc1)c1ccccc1 (centres undefined)	i	i	i	2.2	-0.8	i	2.7	i	i	i	i
Nc1ncnc2c1ncn2C1OC(CO)C(O)C1N (centres undefined)	i	i	i	2.9	0.3	i	-1.6	i	i	i	i
CCOC(=O)C1(CCc2ccccc2)CCN(C(=O)CCn2cncn2)CC1	i	i	i	-5.1	0.8	i	1.1	i	i	i	i
Cc1cc(N2C(=O)C(O)=C(C(=O)c3ccc(C)o3)C2c2ccc([N+](=O)[O-])cc2)no1 (centres undefined)	i	i	i	-1.9	-0.2	i	25.2	i	i	i	i
COc1cccc(N2CCN(c3ccc4nnc(CCC(=O)Nc5cc(C)ccn5)n4n3)CC2)c1	i	i	i	-1.2	0.2	i	4.7	i	i	i	i
O=S(=O)(Nc1cccc(-n2cnnn2)c1)c1ccccc1C(F)(F)F	i	i	i	-0.1	0.0	i	1.7	i	i	i	i
Cc1cc(C(=O)Nc2ccc(F)cc2F)on1	i	i	i	0.4	1.7	i	-7.7	i	i	i	i
O=C(Nc1ccc(Br)cc1)C1CCN(C(=O)c2ccco2)CC1	i	i	i	-0.6	-1.1	i	0.6	i	i	i	i
Cc1ccccc1NC(=O)c1nc[nH]c1C(=O)NCc1ccccc1	i	i	i	6.6	0.0	i	-7.1	i	i	i	i
CCCCc1ccc(NC=C2C(=O)OC3(CCCCC3)OC2=O)cc1	i	i	i	-0.1	-0.8	i	3.0	i	i	i	i
O=C(N/N=C/c1c(F)c(F)c(F)c(F)c1F)c1cc(-c2ccccc2)nc2ccccc12	i	i	i	-2.2	1.0	i	1.4	i	i	i	i
CN1CCN(CCC(=O)Nc2ccc(F)c(F)c2)CC1	i	i	i	2.4	0.0	i	0.8	i	i	i	i
CCC(C)NC(=O)COCc1cc(-c2ccc3c(c2)OCO3)on1 (centres undefined)	i	i	i	-7.9	-0.6	i	-5.9	i	i	i	i
C#CCN1C(=O)S/C(=C\c2cc3c(cc2OC)OCO3)C1=O	i	i	i	6.7	-1.7	i	1.6	i	i	i	i
CCOC(=O)C1CCCN(S(=O)(=O)c2ccc(OC)c3ccccc23)C1 (centres undefined)	i	i	i	-1.8	0.8	i	0.6	i	i	i	i
Cc1c(C#N)c(NC(=O)c2ccccc2)n(Cc2ccccc2)c1C	i	i	i	1.5	-0.1	i	-12.1	i	i	i	i
C[N+](C)(C)CCCCCCC(=O)/C=N/O	i	i	i	-3.9	-0.2	i	-6.8	i	i	i	i
CCOC(=O)CSc1ncnc2c1c(-c1ccccc1)cn2-c1ccc(OC)cc1	i	i	i	12.2	0.2	i	0.4	i	i	-5.78*	i
Cc1cccc(C)c1NC(=O)N1CCC(N2CCCCC2)CC1	i	i	i	-12.4	0.4	i	-1.2	i	i	i	i
CCNC(=S)NNC(=O)c1csc2c1CCCC2	i	i	i	-6.9	0.0	i	5.4	i	i	i	i
CCN(Cc1ccccc1)S(=O)(=O)c1csc(C(N)=O)c1	i	i	i	1.0	0.9	i	-7.4	i	i	i	i
O=C(COC(=O)c1ncc(Cl)c(Cl)c1Cl)NC1CCCCCC1	i	i	i	10.0	-11.6	i	-13.8	i	i	i	i
CC(C)N1CCc2c(sc(NC(=O)c3ccc(S(=O)(=O)N4CCOCC4)cc3)c2C#N)C1	i	i	i	3.8	-0.1	i	-5.5	i	i	i	i
COc1ccc(C(=O)CN2CCN(S(=O)(=O)c3cccc([N+](=O)[O-])c3)CC2)cc1OC	i	i	i	-3.1	-0.1	i	-2.2	i	i	i	i
CCOc1cc2[nH]c(=O)n(Cc3ccc(C(=O)NCCOC)cc3)c(=O)c2cc1OCC	i	i	i	-0.6	-0.3	i	-7.9	i	i	i	i
Oc1ccc(O)c(Cc2nc3ccccc3[nH]2)c1	i	i	i	-7.4	-0.2	i	1.2	i	i	i	i
COc1cccc(CC2(CO)CCCN(Cc3ccc4c(c3)OCCO4)C2)c1 (centres undefined)	i	i	i	16.0	-0.3	i	-2.2	i	i	i	i
CC(C)[C@H](NC(=O)c1ccco1)C(=O)OCc1cc(=O)n2c(n1)sc1ccccc12	i	i	i	4.6	20.2*	i	0.6	i	i	i	i
Cc1ccc(S(=O)(=O)N2c3ccccc3-c3c(ssc3=S)C2(C)C)cc1	i	i	i	-0.3	-0.5	i	3.6	i	i	i	i
CCOc1cc(C(=O)O/N=C(\N)c2ccccn2)cc(OCC)c1OCC	i	i	i	-3.7	0.2	i	2.3	i	i	i	i
COC(=O)CCC(NC(=O)OCc1ccccc1)C(=O)NC(CC(C)C)C(=O)OC (centres undefined)	i	i	i	-0.1	-0.3	i	-3.7	i	i	i	i
O=C(COc1ccc(S(=O)(=O)N2CCCCC2)cc1Cl)N1CCCC1	i	i	i	0.7	-0.7	i	9.1	i	i	i	i
CCOc1cc(N2CCOCC2)c(OCC)cc1NC(=O)CN1CCCC(C)C1 (centres undefined)	i	i	i	-4.1	-0.2	i	0.0	i	i	i	i
NC(=O)C1CCN(C(=O)CCCCCn2c(=O)[nH]c3ccsc3c2=O)CC1	i	i	i	-1.2	-0.2	i	-1.4	i	i	i	i
O=C(CNC(=O)Cc1ccccc1)N=Nc1c(O)[nH]c2ccc(Br)cc12	i	i	i	-2.7	-1.1	i	1.3	i	i	i	i
O=S(=O)(NCC1(N2CCOCC2)CCCCC1)c1ccc(Cl)cc1C(F)(F)F	i	i	i	2.1	-0.2	i	-3.9	87.6*	i	i	i
Cc1ccc(OCC(=O)OCc2c(C)noc2C)cc1C	i	i	i	14.1	0.3	i	.	i	i	i	i
O=C1CCc2cc(S(=O)(=O)N3CCC(C(=O)NCc4ccccc4Cl)CC3)ccc2N1	i	i	i	-3.1	.	i	-17.2	i	i	i	i
CC(=O)OCCn1c(Br)nc2c1c(=O)[nH]c(=O)n2C	i	i	i	0.4	0.6	i	1.4	i	i	i	i
N#C/C(=C\N1CCOCC1)C(N)=O	i	i	i	-1.2	-0.1	i	0.9	i	i	i	i
NS(=O)(=O)c1ccc(NC(=O)CN2CCN(S(=O)(=O)/C=C/c3ccccc3)CC2)cc1	i	i	i	-3.1	-0.3	i	3.4	i	i	i	i
Cc1nc(CS(=O)(=O)c2ccc(Cl)cc2)cc(N2CCOCC2)n1	i	i	i	-2.5	-0.3	i	11.5	i	i	i	i
Cc1ccc(C(=O)N(C)Cc2ccccc2)cc1S(=O)(=O)N1CCOCC1	i	i	i	-5.4	0.5	i	0.2	i	i	i	i
CC(OC(=O)c1cc(=O)[nH]c2ccccc12)C(=O)NCc1ccccc1 (centres undefined)	i	i	i	-13.0	-0.8	i	-1.3	i	i	i	i
O=C1NC(=Nc2ccc3ccccc3c2)S/C1=C/c1ccco1	i	i	i	16.8	1.0	i	2.0	i	i	i	i
COc1ccccc1CNC(=O)c1cc(=O)c2ccccc2o1	i	i	i	2.4	0.2	i	9.8	i	i	i	i
Cc1ccc(N2CCN(S(=O)(=O)c3ccc(Cl)s3)CC2C)cc1 (centres undefined)	i	i	i	16.1	-0.3	i	-6.9	i	i	i	i
CCn1nc(NS(=O)(=O)c2cccc3nonc23)c2cc3ccc(C)cc3nc21	i	i	i	1.5	-0.1	i	5.8	i	i	i	i
COc1ccc(CNc2ccc3c(c2)nc(C)n3C)cc1OC	i	i	i	-6.5	1.6	i	0.7	i	i	i	i
O=C(Cn1ncc2c(=O)oc3ccccc3c21)N1CCC(N2CCCCC2)CC1	i	i	i	-6.9	0.1	i	0.6	i	i	i	i
CN1C2C=C3C(C#N)=C(N)C(C#N)(C#N)[C@@H](c4ccc(Cl)cc4)[C@@H]3C1CC2 (some centres undefined)	i	i	i	2.9	-0.3	i	16.8	i	i	i	i
CC(C)CCN1C(=O)c2ccc(C(=O)Nc3ccc(O)cc3C(=O)O)cc2C1=O	i	i	i	1.0	0.7	i	-7.8	i	i	i	i
COc1ccccc1-n1cnnc1SCC(=O)Nc1cccc(S(=O)(=O)N2CCCCC2)c1	i	i	i	5.2	-1.9	i	-13.5	i	i	i	i
Cc1nc2ccccc2nc1OCc1cccc([N+](=O)[O-])c1	i	i	i	-8.2	1.9	i	6.1	i	i	i	i

Source: PubChem (several laboratories)
